# All columns: NCI-60 one-dose screen, growth in % after 48 h at 10 µM unless noted; 100 = growth as untreated, 0 = no growth, -100 = all killed.
# ACHN: ACHN renal cancer | hit rate 4.9% among 81,000
# IGROV1: IGROV1 ovarian cancer. hit rate 4.7% among 79,000. AID 1794786
# RXF 393: RXF 393 renal cancer cells. hit rate 6.9% among 77,000
# SK-OV-3: SK-OV-3 ovarian cancer cells; hit rate 3.2% among 80,000
# 786-0: 786-0 renal cancer cells; hit rate 5.1% among 81,000
# UO-31: UO-31 renal cancer; hit rate 5.2% among 81,000; AID 1794768
# TK-10: TK-10 renal cancer cells; hit rate 3.9% among 81,000
# SN12C: SN12C renal cancer cells; AID 1794767; hit rate 3.8% among 81,000
# * = called active by the depositor; nt = no result given; [ ] = dose if it differs, or a comment. The calls were made as follows: active = growth percent below 10; inactive = the rest.
SMILES,ACHN,IGROV1,RXF 393,SK-OV-3,786-0,UO-31,TK-10,SN12C
O=C(/C=C/c1ccncc1)N1CCc2ccc([N+](=O)[O-])cc2C1,100,102,119,140,98,71,110,89
COC(=O)c1c2c(c(C)[n+]([O-])c1C)C(=O)C(NCCN1CCOCC1)=CC2=O,85,63,96,103,90,82,111,59
CCOC(=O)C1CCC(=O)C1 (centres undefined),110,80,100,99,98,80,100,103
O=Cc1ccccc1C(=O)O,103,110,125,104,97,90,93,104
COCCOC(=O)Nc1c(Cl)cccc1Cl,107,99,126,109,100,93,98,107
CCN(CC)CC(C)OC(=O)Nc1ccccc1Cl (centres undefined),112,103,120,112,98,99,98,109
O=C1c2cccc3c(NCCO)ccc(c23)C(=O)N1c1cccc(-c2nn(-c3ccccc3)cc2-c2nc3ccccc3s2)c1,95,94,103,129,101,66,102,97
Fc1ccc(NC(c2ccc(F)cc2)C2CCN(CCCCc3ccccc3)CC2)cc1 (centres undefined),54,56,11,65,36,39,49,29
CC[C@H](C(=O)N1CCNC2=C(C(=O)N(C)C2(C)C)C1c1ccc(Cl)c(Cl)c1)c1ccccc1 (some centres undefined),94,92,109,109,97,92,110,96
Cc1cc2nc(-c3ccc4c(c3)OCO4)n3c(=O)cc(C)n3c2cc1C,101,101,81,103,93,55,130,88
CN1CCC(O)(C(C(=O)O)c2ccccc2)CC1 (centres undefined),131,nt,105,112,104,nt,106,104
c1ccc2cc(OCCOCCOc3ccc4ccccc4c3)ccc2c1,104,93,120,104,114,91,89,97
CC1(CO)CCCC12OCCO2 (centres undefined),102,104,100,111,102,94,107,100
Nc1nc(N)c(N=Nc2ccc(S(=O)(=O)Nc3ncccn3)cc2)cc1N=Nc1ccccc1,97,64,85,103,74,61,96,94
COc1cc2nc3cc([N+](=O)[O-])ccc3c(Cl)c2cc1OC,92,90,120,106,104,84,95,98
COc1ccccc1-c1cc(-c2cc3ccccc3oc2=O)nc(N)n1,90,71,103,nt,101,67,55,97
O=C(NCCCCC(NC(=O)c1ccccc1)C(=O)O)OCc1ccccc1 (centres undefined),108,116,115,103,96,84,100,99
COc1cccc(-c2cn3nc(-c4cn(C)c5ccc(Br)cc45)sc3n2)c1,92,77,115,83,103,73,114,95
CC1=NC(=S)NC(c2ccccc2)/C1=C1/CC(c2ccccc2O)NN1 (centres undefined),101,93,103,98,100,73,138,98
C=C1C(=O)O[C@H]2[C@H]1CC/C(CNC(=O)/C=C/c1ccccc1)=C\CC[C@@]1(C)O[C@@H]21,-35*,-17*,-90*,109,-64*,-85*,-47*,-32*
COc1ccc(-c2c(N)n[nH]c2-c2cc(OC)c3c(c2)OCCO3)cc1,nt,86,74,90,89,92,71,89
O=C(c1ccco1)N1CCn2c(nnc2C(F)(F)F)C1,102,105,106,140,103,89,114,100
O=C(COc1ccc(-c2nc3ccc([N+](=O)[O-])cc3[nH]2)cc1)N=Nc1c(O)[nH]c2ccc(Cl)cc12,97,95,114,98,103,87,110,90
CCN1CCN(Cc2ccc(NC(=O)c3cc4ccc5cccnc5c4[nH]3)cc2)CC1,92,100,98,108,102,84,96,91
CC1=CC2(C)C(C3C(C)=CC2(C)C(=O)C3(C)O)C(C)(O)C1=O (centres undefined),100,113,102,nt,110,101,102,107
SMILES,ACHN,IGROV1,RXF 393,SK-OV-3,786-0,UO-31,TK-10,SN12C
C/C=C/C(=O)OCCCCCCCCCCCC,103,111,110,98,95,109,93,82
Cc1ccc2c(c1)C(C)Cc1c(Cl)ncnc1N2C (centres undefined),32,61,4.0*,16,1.5*,18,18,33
Cc1cc(C)c(C(=O)/C=C/c2ccccc2)c(C)c1,96,65,49,104,76,35,131,87
S=C1SCN(CCc2ccccc2)CN1CCc1ccccc1,110,105,92,nt,117,71,82,101
CC#CC#Cc1cccc(=O)o1,69,65,47,104,83,41,74,82
O=C1Nc2cc(-c3cccc([N+](=O)[O-])c3)ccc2/C1=C/c1ccc[nH]1,92,55,82,60,107,69,66,101
CCOc1ccccc1NC(=O)c1cc2ccccc2cc1O,29,60,63,81,71,24,51,43
CCOC(=O)c1c(NC(=O)c2ccc(C(F)(F)F)cc2)sc2c(CN3CCN(C)CC3)c(O)ccc12,-89*,-83*,-86*,-4.7*,-94*,-94*,-71*,-76*
Cc1ccc(S(=O)(=O)Nc2ccccc2N=Cc2c(F)c(F)c(F)c(F)c2F)cc1,92,106,101,97,118,79,107,94
CC(=O)Nc1cccc(C(=O)C2=Cc3c(C)c4ccccc4n3Cc3cnnn32)c1,84,53,104,95,97,64,127,92
CCc1c(-c2ccccc2)n[nH]c1-c1[nH]nc(-c2ccccc2)c1CC,104,109,113,101,104,nt,129,95
Cc1ccc(C)c2c(C)c(C(=O)Nc3cccc(-n4cccn4)c3)oc12,65[50 µM],76[50 µM],80[50 µM],111[50 µM],82[50 µM],41[50 µM],82[50 µM],70[50 µM]
NS(=O)(=O)c1ccc(CCNC(=O)CSc2ccc(-c3ccc4ccccc4c3)nn2)cc1,96,95,100,86,88,85,122,96
CCCCCC[C@H]([C@H](C)O)n1cnc2c(N)ncnc21,94,54,89,89,88,75,94,93
O=C(NCc1cccnc1)C1=NOC(Cc2nc3ccccc3o2)C1 (centres undefined),113,107,142,103,99,88,109,108
COc1ccc(C(=O)c2sc3nc(-c4ccccc4)cc(-c4ccc(F)cc4)c3c2N)cc1OC,89,105,90,87,98,59,114,95
CCOC(=O)CCC(NC(=O)c1ccc(N)cc1)C(=O)OCC (centres undefined),95,105,129,109,110,77,102,103
Cc1ccc(C(=O)Cc2nc(C#N)c(C#N)nc2CC(=O)c2ccc(C)cc2)cc1,89,83,113,114,98,nt,153,91
COc1cccc(-c2nc3sccn3c2-c2ccnc(NCCNS(=O)(=O)c3cccc4ccccc34)c2)c1,58,57,74,83,66,30,74,70
CCN(Cc1ccc(S(=O)(=O)O)cc1)c1ccccc1,107,80,111,103,97,73,129,88
Cc1nc2ccccc2o1,100,117,107,104,113,88,113,90
CCOc1ccc(/C=N/Nc2cc(C)nc3ccc(Cl)cc23)cc1,51,45,0.8*,84,33,48,121,-26*
C[N+](C)(C/C=C/c1ccccc1)Cc1ccccc1,99,95,99,107,99,82,96,101
COc1ccc(-c2cc(-c3cccs3)n(N=O)c(=O)c2C#N)cc1,109,100,96,105,94,89,114,96
c1cc2c(c3c1CCCC3)CCCC2,92,105,nt,112,100,92,nt,94
SMILES,ACHN,IGROV1,RXF 393,SK-OV-3,786-0,UO-31,TK-10,SN12C
CCOC(=O)CCCn1c(-c2ccccc2)cc(-c2ccccc2)c(C#N)c1=O,95,77,79,100,89,71,113,85
CS(=O)(=O)c1ccc(-n2nc(C(=O)OCc3ccc(Br)cc3)cc2-c2ccccc2)cc1,98,108,95,108,94,58,113,84
COc1cc(/C=C2\CN(S(=O)(=O)c3ccc(C)cc3)C/C(=C\c3cc(CN4CCOCC4)c(O)c(OC)c3)C2=O)cc(CN2CCOCC2)c1O,-82*,-17*,-87*,43,-54*,-89*,nt,-19*
CC(C)[C@H]1CC[C@@](C)(C(=O)OCc2ccc3c(c2)OCO3)C1,113,118,104,106,101,99,98,108
CC(Sc1nc2sc3c(c2c(=O)n1-c1ccc(Cl)cc1)CCCC3)C(=O)Nc1ccc([N+](=O)[O-])cc1Cl (centres undefined),102,95,96,99,104,69,129,97
C/C(=N\Nc1nc(C)cs1)c1nnn(-c2ccc([N+](=O)[O-])cc2)c1C,106,106,82,116,101,84,109,105
CCCCCCNC(=O)c1cc(NCc2cc(O)ccc2O)ccc1O,57,71,37,74,46,34,69,56
CN(C)c1ccnc(NCCCSC(c2ccccc2)(c2ccccc2)c2ccccc2)c1,53,51,6.1*,63,8.2*,29,74,nt
COc1cc(-c2cc(/C=C/C(=O)c3ccc(N)cc3)[nH]n2)cc(OC)c1OC,-53*,18,-23*,27,-29*,6.0*,-2.5*,13
COc1cc(NCC(=O)Nc2cc(Nc3ccc(F)cc3)ncn2)c(Cl)c(OC)c1Cl,98,97,99,87,100,73,118,99
COc1ccc(-c2c(N)cnc(C(=O)O)c2C)c(OCc2ccccc2)c1OC,86,101,106,107,97,34,89,98
CCOC(=O)CC1CCN(c2ccc3nnc(Cl)n3n2)CC1,93,113,110,90,94,76,96,94
C#CCOc1ccccc1C(OC(=O)c1ccccc1)C(=O)NC(C)(C)C(C)(C)C (centres undefined),97,69,75,96,85,63,101,96
[2H]c1c([2H])c(C2([2H])CCCNC2[2H])c([2H])c([2H])c1-n1cc2cccc(C(N)=O)c2n1 (centres undefined),70,74,125,92,94,79,95,86
O=S(=O)(c1ccc(Br)cc1)N1CCN(c2nccc(-c3c(-c4cccc(F)c4)nc4sccn34)n2)CC1,80,62,100,121,104,48,142,81
CNC(=O)c1cc(Oc2cccc3nc(N4CCCC4)ccc23)ccn1,107,99,106,101,101,80,98,94
CC(=O)N1c2ccccc2NC2=C(C(=O)N(C)C2(C)C)C1C (centres undefined),97,40,28,55,80,82,87,41
COC(=O)c1ccc(-c2c(-c3ccccc3)c(-c3ccccc3)c3c(N)c(C(=O)OC)oc3c2F)cc1,88,103,100,111,118,94,120,102
C=C1C(=O)O[C@H]2[C@H]1CC/C(COC(=O)CCCCCCC(=O)OC/C1=C/CC[C@@]3(C)O[C@H]3[C@H]3OC(=O)C(=C)[C@@H]3CC1)=C\CC[C@@]1(C)O[C@@H]21,-39*,11,-73*,95,21,-22*,-5.8*,6.3*
CCOC(=O)c1csc(C2OC(COC(=O)c3ccccc3)C(OC(=O)c3ccccc3)C2OC(=O)c2ccccc2)n1 (centres undefined),102,113,97,106,105,93,122,98
C=CCn1c(SCC(=O)Nc2ccc(C(=O)/C=C/c3ccc(OC)cc3)cc2)nnc1-c1cc(-c2ccccc2)nc2ccccc12,101,94,116,94,97,72,115,94
Cc1ccc(NC(=O)Cn2nncc2CN2C(=O)CSC2=O)c(C)c1,106,108,127,84,104,93,99,108
Nc1ccc(S(=O)(=O)Nc2ccc(S(=O)(=O)O)c3ccccc23)cc1,105,112,121,108,110,88,112,105
COc1ccc(-c2nc3sccn3c2-c2ccnc(NCCCNS(=O)(=O)c3ccccc3)n2)cc1,42,59,57,73,52,36,83,61
c1ccc(-c2nnn(-c3ccccc3)n2)cc1,105,104,102,106,104,81,147,103
SMILES,ACHN,IGROV1,RXF 393,SK-OV-3,786-0,UO-31,TK-10,SN12C
CC(C(=O)c1cccs1)C(=O)C(F)(F)F (centres undefined),104,119,119,110,102,97,120,99
COc1ccc(Nc2nc(N)nc3c(=O)[nH]ccc23)cc1,115,88,133,107,106,65,173,113
CN(C)c1nc(NCCNS(=O)(=O)c2ccc(C(=O)/C=C/c3ccc(C(F)(F)F)cc3)cc2)nc(Nc2ccc(F)cc2)n1,2.0*,-41*,-81*,66,-76*,26,26,-99*
N#Cc1c(-c2ccccc2)c2c(N)nn(-c3ccccc3)c2oc1=O,100,91,115,99,103,75,121,95
COc1cccc(/C=C2\Oc3cc(OCCCN4CCCC4)ccc3C2=O)c1OC,102,96,93,110,98,79,104,95
CC(C)C[C@H](C(=O)O)N(C)C(=O)[C@@H]1CCCN1C(=O)[C@H](C)OC(=O)[C@H](CCC(N)=O)NC(=O)[C@@H]1CCC(=O)N1,106,114,135,93,96,88,105,97
Clc1cnc(NCCc2ccncc2)nc1-n1cnc2ccccc21,84,99,86,120,85,72,100,98
O=C(Nc1ccc(C2=NCCN2)cc1)c1cc(C(=O)Nc2ccc(C3=NCCN3)cc2)cc([N+](=O)[O-])c1,95,102,116,107,93,87,103,93
CCOC(=O)c1c(NC(=O)CSc2n[nH]c3nc4ccccc4n23)sc(CC)c1C,97,20,96,97,98,73,130,100
C=CCOC(=O)c1ccccc1O,104,31,91,111,99,83,152,103
CCCCCCn1c(-c2ccc(C(=O)O/N=C(\N)c3ccc4c(c3)OCO4)cc2)nc(-c2ccccc2)c1-c1ccccc1,-88*,-69*,-27*,99,-66*,-89*,-9.8*,-7.5*
N=C1C(=O)NC(=O)c2cc(-c3ccccc3)sc21,96,103,105,105,95,85,102,101
CC1(C)O[C@H]2OC3CCC(=O)CC3(O)[C@H]2O1 (some centres undefined),110,108,104,95,100,80,98,103

# Ordered by molecular weight (smallest number first): 14 of the compounds above
SMILES,ACHN,IGROV1,RXF 393,SK-OV-3,786-0,UO-31,TK-10,SN12C
c1ccc(-c2nnn(-c3ccccc3)n2)cc1,105,104,102,106,104,81,147,103
CC(C(=O)c1cccs1)C(=O)C(F)(F)F (centres undefined),104,119,119,110,102,97,120,99
N=C1C(=O)NC(=O)c2cc(-c3ccccc3)sc21,96,103,105,105,95,85,102,101
COc1ccc(Nc2nc(N)nc3c(=O)[nH]ccc23)cc1,115,88,133,107,106,65,173,113
N#Cc1c(-c2ccccc2)c2c(N)nn(-c3ccccc3)c2oc1=O,100,91,115,99,103,75,121,95
Clc1cnc(NCCc2ccncc2)nc1-n1cnc2ccccc21,84,99,86,120,85,72,100,98
Cc1ccc(NC(=O)Cn2nncc2CN2C(=O)CSC2=O)c(C)c1,106,108,127,84,104,93,99,108
COc1cccc(/C=C2\Oc3cc(OCCCN4CCCC4)ccc3C2=O)c1OC,102,96,93,110,98,79,104,95
CCOC(=O)c1c(NC(=O)CSc2n[nH]c3nc4ccccc4n23)sc(CC)c1C,97,20,96,97,98,73,130,100
O=C(Nc1ccc(C2=NCCN2)cc1)c1cc(C(=O)Nc2ccc(C3=NCCN3)cc2)cc([N+](=O)[O-])c1,95,102,116,107,93,87,103,93
COc1ccc(-c2nc3sccn3c2-c2ccnc(NCCCNS(=O)(=O)c3ccccc3)n2)cc1,42,59,57,73,52,36,83,61
CC(C)C[C@H](C(=O)O)N(C)C(=O)[C@@H]1CCCN1C(=O)[C@H](C)OC(=O)[C@H](CCC(N)=O)NC(=O)[C@@H]1CCC(=O)N1,106,114,135,93,96,88,105,97
CCCCCCn1c(-c2ccc(C(=O)O/N=C(\N)c3ccc4c(c3)OCO4)cc2)nc(-c2ccccc2)c1-c1ccccc1,-88*,-69*,-27*,99,-66*,-89*,-9.8*,-7.5*
CN(C)c1nc(NCCNS(=O)(=O)c2ccc(C(=O)/C=C/c3ccc(C(F)(F)F)cc3)cc2)nc(Nc2ccc(F)cc2)n1,2.0*,-41*,-81*,66,-76*,26,26,-99*
